Sm TGR block – qHTS Assay for the Inhibitors of Schistosoma Mansoni Peroxiredoxins. Potency, µM (titrated, usually from 114 µM), without a hit: at the top dose activity change, negative = inhibition, actives largely listed as inhibitors. actives 3% (n = 360,000). Schistosoma mansoni thioredoxin glutathione reductase (TGR), Q962Y6. AID 485364, 2010. purified TGR, DTNB reduction, TNB absorbance 405 nm; note: potency is the fitted concentration of half-maximal effect; nearly all actives have a fitted effect of over 60% in size
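Kinetic colorimetric format: TGR-catalysed, NADPH-driven DTNB reduction monitored via TNB absorbance. Enzyme dispensed at 20 nM; compound exposure 15 min at room temperature before reaction start.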
FBPA Giardia inh – qHTS Assay for Inhibitors of Fructose-1,6-bisphosphate Aldolase from Giardia Lamblia. A8B2U2. purified Giardia FBPA. Potency, µM (doses to about 59.6 µM), inactives show at the highest dose activity, negative = inhibition, actives largely listed as inhibitors. actives 0.71% (n = 290,000); note: potency is the fitted concentration of half-maximal effect; nearly all actives have a fitted effect of over 55% in size
Target sequence (A8B2U2 whole entry, looked up): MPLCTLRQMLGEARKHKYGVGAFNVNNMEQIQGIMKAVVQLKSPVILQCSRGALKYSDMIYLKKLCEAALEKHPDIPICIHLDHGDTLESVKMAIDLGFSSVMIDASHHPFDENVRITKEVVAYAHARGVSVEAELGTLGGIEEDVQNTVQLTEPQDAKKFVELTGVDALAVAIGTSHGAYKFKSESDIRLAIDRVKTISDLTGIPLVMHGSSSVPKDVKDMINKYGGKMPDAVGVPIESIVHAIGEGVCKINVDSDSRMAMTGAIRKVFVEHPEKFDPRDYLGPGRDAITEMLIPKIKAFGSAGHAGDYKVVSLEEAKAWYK
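Giardia FBPA (40 nM reagent) was preincubated 10 min at RT with compound (up to 57.5 uM final), then substrate plus GAPDH/TPI/NAD/arsenate coupling system with diaphorase/resazurin was added; resorufin fluorescence (525/598 nm) was read after 20 min.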
AmpC inh detg – qHTS Inhibitors of AmpC Beta-Lactamase (assay with detergent) | P00811 | AmpC hydrolysis of nitrocefin, absorbance 480 nm, 0.01% Triton | Potency, µM (series often up to 114 µM), for inactives: at the top dose activity change, negative = inhibition, usual class: inhibitors | actives 0.041% (n = 370,000);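 note: potency is the fitted concentration of half-maximal effect; 0% = no-compound wells and -100% = no-enzyme wells; nearly all actives have a fitted effect of over 25% in size; some results filed as inactive show a strong effect at the top dose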
Target sequence (P00811 whole entry, looked up): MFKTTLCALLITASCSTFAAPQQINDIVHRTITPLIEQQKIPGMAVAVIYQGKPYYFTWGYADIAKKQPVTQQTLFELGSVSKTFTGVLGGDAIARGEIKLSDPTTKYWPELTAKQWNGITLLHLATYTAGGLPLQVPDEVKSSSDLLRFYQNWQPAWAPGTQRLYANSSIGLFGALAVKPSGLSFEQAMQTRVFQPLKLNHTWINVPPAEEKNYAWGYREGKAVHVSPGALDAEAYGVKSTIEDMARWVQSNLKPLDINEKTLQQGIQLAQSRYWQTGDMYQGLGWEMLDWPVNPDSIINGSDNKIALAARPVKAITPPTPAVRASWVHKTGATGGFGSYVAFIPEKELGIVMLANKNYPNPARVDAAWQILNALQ
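20 mM phosphate pH 7.0 + 0.01% (detergent screen) or 0.0001% Triton X-100; 5.3 nM AmpC reagent; cpd preinc 15 min RT; nitrocefin (800 uM stock) to start; A480 q20 s × 4 min; Activity was normalised to no-enzyme and no-compound control wells.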
HCMV inh – qHTS Assay for inhibitors of the human cytomegalovirus (HCMV). activity change, negative = inhibition, % at 57.5 µM. HFF cells, HCMV-luciferase reporter, 72 h; hits give low values. actives 4.5% (n = 410,000); in the data active = activity change below about -60%; inconclusive = no clear call, values can overlap the other calls; inactive = above about -39%
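Luciferase read-out from HCMV-luciferase-infected HFFs (MOI 1 PFU/cell) 72 h post infection at 37C; compounds added after 16 h cell attachment; activity normalized between buffer-only basal and Salinomycin (10uM) inhibitor controls.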
AMA1-RON2 inh – qHTS for Inhibitors of AMA1-RON; Towards Development of Antimalarial Drug Lead: Primary Screen; Potency, µM (highest dose often 58.2 µM), without a hit: top-dose activity change, negative = inhibition, actives largely listed as inhibitors; AlphaScreen AMA1-biotinylated RON2 peptide binding; Plasmodium falciparum AMA1 (3D7) - RON2 peptide interaction; actives 0.2% (n = 360,000);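 note: potency is the fitted concentration of half-maximal effect; 0% = vehicle wells and -100% = peptide control; nearly all actives have a fitted effect of over 45% in size; some results filed as inactive show a strong effect at the top dose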
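AMA1 (3D7) with his tag at 25 nM final met compounds first, then biotinylated RON2 peptide at 25 nM; detection used donor plus acceptor beads, 10 µg/mL apiece, read by AlphaScreen after 30 min at room temperature.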
HCV inh – qHTS Assay for Inhibitors of Hepatitis C Virus (HCV). Huh7.5.1 HCVcc-Cre infection, luciferase reporter, 44 h. Potency, µM (top dose mostly 41.8 µM), inactives show top-dose activity change, negative = inhibition, hits mostly inhibitors. actives 3.4% (n = 340,000). AID 651820, 2012; note: potency is the fitted concentration of half-maximal effect
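1,000 cells/well; 4 h culture; + compound; + HCVcc-Cre (~0.5 moi); 44 h; luciferase substrate, RT 15 min; read 15 sec.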
Starred values were filed as active, the others as inactive; ? = inconclusive; . = no result given; & = joins results of further samples; [ ] = another dose, or the depositor's remark. Unless noted, calls come from the whole dose curve; as a rule, active = well fitted curve in the direction sought with a large enough effect; inconclusive = small, poorly fitted or top-dose-only effect, or another doubt; inactive = no such curve, though single readings can be large; an effect the other way counts as inactive or inconclusive. Unless noted, % is set by controls: 0 for no effect and ±100 for the full control effect.

SMILES	Sm TGR block	FBPA Giardia inh	AmpC inh detg	HCMV inh	AMA1-RON2 inh	HCV inh
O=[N+]([O-])c1ccc(N/N=C/c2ccccc2)c(F)c1	-21%	-9%	?	14	-7%	-8%
COc1ccccc1NC(=O)c1sc2nc(-c3cc4cc(Cl)ccc4oc3=O)[nH]c(=O)c2c1C	-13%	.	-1%	7	.	.
COc1ccc(C(=O)Nc2cccc(C(=O)OCc3cc(=O)n4c5c(sc4n3)CCCC5)c2)cc1	4%	.	-8%	-36	.	.
O=C(CCS(=O)(=O)c1ccccc1)N1CCN(c2ccc(F)cc2)CC1	-19%	.	-2%	38	-6%	5%
Cc1ccnc(NC(=O)CCCc2ccc(N(CCCl)CCCl)cc2)n1	.	.	.	-30	-1%	?
COc1ccccc1C1C(C#N)=C(N)Oc2cc(C)n(Cc3ccccn3)c(=O)c21 (stereo unspecified)	35µM*	?	9%	-4	52%[activator]	13%
CCc1ccc(NC(=O)c2cc(=O)c3ccc(C)c(C)c3o2)cc1	-6%	.	-6%	6	.	.
CCCC(=O)Nc1nn(C)c2nc3cc(C)ccc3cc12	-10%	0%	?	.	.	.
CC(C)[C@H](NC(=O)[C@H](Cc1ccccc1)n1c(=O)[nH]c2ccccc2c1=O)C(=O)N1CCC[C@H]1C(=O)O	-7%	-14%	-15%	10	6%	22%
Fc1ccc(-c2cc(C(F)(F)C(F)F)[nH]n2)cc1	6%	-3%	2%	53	-8%	?
COC(=O)C1=C(C)NC(=S)NC1c1ccc(OCC(=O)N2CC(C)OC(C)C2)c(OC)c1 (stereo unspecified)	1%	.	?	-8	-5%[11.6 µM]	10%
Cc1ccccc1-c1nnc(SCC(=O)N(C)c2c(N)n(Cc3ccccc3)c(=O)[nH]c2=O)n1C	3%	.	?	-13	-7%	7%
CCn1c(=O)c(CCC(=O)N2CCN(c3ccccn3)CC2)c(C)c2c(C)nn(-c3ccccc3)c21	6%	.	-6%	11	-9%	15%
CCc1ccc(NC(=S)N2CCC(NC(=O)c3ccccc3OC)CC2)cc1	-11%	3%	0%	-33	-10%	?
CCOc1ccc(N(CC(=O)NC2CCCCC2)C(=O)CCC(=O)Nc2nccs2)cc1	9%	.	-4%	18	14%	-2%
COc1ccccc1N(CC(=O)N/N=C/c1ccc(SC)cc1)S(C)(=O)=O	-1%	4%	6%	19	-2%	4%
COc1ccc(NC(=O)c2oc3ccc4c(c3c2C)C(=O)CC(C)(C)O4)cc1OC	1%	.	17%	69	.	.
COCCCN1C(=O)c2ccc(C(=O)NCc3ccco3)cc2C1=O	28µM*	0%	?	-12	1%	7%
Cc1ccc(C)c(N/C(N)=N/c2nc(C)cc(C)n2)c1	5%	4%	-8%	-21	-11%	?
CCN(CC)S(=O)(=O)c1cccc(NC(=O)COC(=O)CCC(=O)c2cccs2)c1	3%	5%	-3%	.	-17%	-2%
CCOC(=O)c1[nH]c2cc(OC)c(OC)cc2c1NC(=O)CCN1CCSCC1	-15%	-18%	3%	-11	11%	13%
CCOC(=O)N1CCN(C(=O)c2cc(OC)cc(OC)c2)CC1	23%	3%	1%	-6	-2%	7%
CCN1CCN(C(c2ccccc2)c2nnnn2Cc2ccc3c(c2)OCO3)CC1 (stereo unspecified)	-18%	-14%	-5%	-20	0%	16%
COc1ccc(CC(=O)OCC(=O)NCc2ccc(Cl)cc2)cc1	3%	3%	4%	1	0%	25%
O=C(Nc1ccccc1)N(CCCN1CCOCC1)Cc1cc2cc3c(cc2[nH]c1=O)OCCO3	-1%	2%	?	-11	5%	-14%&8%
COc1cccc(CNC(=O)CCS(=O)(=O)c2cc3c(cc2C)NC(=O)CO3)c1	7%&-3%	-4%	-12%&20%	-9&10	-1%	1%
CCOc1ccc(N(C(C)C(=O)NCCSc2ccc(C)cc2)S(C)(=O)=O)cc1 (stereo unspecified)	17%	.	4%	-15	.	.
O=C(NNC(=O)c1ccc(Br)o1)c1ccc(NC(=O)c2ccccc2)cc1	1%	1%	-2%	-32	15%	-3%
Cc1[nH]c2ccccc2c1C(=O)C(=O)N1CCC2(CC1)OCCO2	13%	4%	6%	134	-1%	3%
CCCc1nnc(NC(=O)c2cn(CC)c3cc(N4CCN(C)CC4)c(F)cc3c2=O)s1	-8%	-1%	-5%	18	4%	-2%
COc1cccc(C(=O)OCCNC(=O)c2cccnc2)c1	-7%	-16%	-7%	-2	-5%	-2%
CCOc1ccccc1NC(=O)CCc1c(C)nc2c(c(C)nn2-c2ccccc2)c1C	5%	.	14%	6	.	.
O=C(CSc1nnc2c(n1)[nH]c1ccccc12)NCc1ccco1	?	-5%	-14%	75	99%[activator]	-16%
COc1ccc(NC(=O)CN2CCN(CC(=O)Nc3ccc(OC)c(OC)c3)CC2)cc1	-20%	-3%	-1%	57	-2%	-24%
Cc1nn(-c2ccccc2)c2nc(-c3ccccc3)cc(C(=O)N3CCOCC3)c12	13%	-1%	?	80	8%	?
COc1ccc(NC(=S)NNC(=O)c2ccco2)c(OC)c1	.	.	.	31	115%[activator]	4%
CCOC(=O)CN1C(=O)S/C(=C/c2cccc([N+](=O)[O-])c2O)C1=O	2%	17%	4%	-20	-2%	1%
O=S(=O)(c1ccc(Cl)s1)N1CCCc2cccc(O)c21	-25%	-25%	2%	24	2%	?
COc1ccc(CC(=O)Nc2ccc(C(=O)Nc3nccs3)cc2)cc1OC	-6%	2%	-12%	7	10%	-6%
COc1ccc([N+](=O)[O-])cc1NC(=O)CCN1CCN(c2ccccc2OC)CC1	0%	3%	-8%	-3	-9%[11.6 µM]	8%
CCN(CC)/C(=N\S(=O)(=O)c1ccccc1C)c1ccccc1	-2%	.	?	0	0%	3%
CCC(C)NC(=O)CN1C(=O)NC2(CCOc3ccccc32)C1=O (stereo unspecified)	0%	4%	-15%	-7	-15%	14%
CN1CCc2nc3sc(C(=O)C45CC6CC(CC(C6)C4)C5)c(N)c3cc2C1	?	-9%	2%	-1	9%	-9%
CCOC(=O)c1ccccc1NC(=O)c1n[nH]c(=O)c2ccccc12	-1%	6%	-12%	-5	13%[2.32 µM]	2%
CC(C)CSc1ncc(-c2cccc(C(F)(F)F)c2)cn1	0%	-3%	?	25	33%[activator]	3%
COc1ccc(NC(=O)CN2CCN(S(=O)(=O)c3ccc(Cl)cc3)CC2)cc1Cl	5%	-3%	-12%	47	-8%	-4%
CN(C)c1ccc(/C=C/C(=O)c2cccnc2)cc1	-18%	-3%	6%	20	29%	-4%
Cc1ccc(C(=O)Nc2ccc(Cc3ccncc3)cc2)cc1[N+](=O)[O-]	-21%	-6%	4%	-39	-16%	?
CC(C)C(=O)Nc1nc2c(s1)CC(C(C)(C)C)CC2 (stereo unspecified)	-1%	.	-8%	37	.	.
CCN(CC)CCN(C(=O)C1=COCCO1)c1nc2c(OC)ccc(OC)c2s1	-6%	?	4%	4	-1%	?
More compounds.
SMILES	Sm TGR block	FBPA Giardia inh	AmpC inh detg	HCMV inh	AMA1-RON2 inh	HCV inh
O=C(C[C@@H]1C/C=C\CCCC(=O)OC[C@@H]2CCCN2C1=O)NCCO	.	.	.	4	-2%	10%
COc1ccc(CN2C(=O)C(O)(CC(=O)c3ccc4c(c3)OCO4)c3ccccc32)cc1OC (stereo unspecified)	0%	2%	-7%	-5	-6%	-2%
O=C(CS(=O)(=O)Cc1ccccc1)Nc1ncccn1	-21%	2%	2%	43	-16%	6%
CCN(CC)CCn1c(=N)n(CC(=O)c2ccc(Br)s2)c2ccccc21	-4%	2%	-5%	-97*	-18%	-88%
COc1ccc(C(NC(=O)CNC(C)=O)C(=O)Nc2ccc(C(C)C)cc2)cc1 (stereo unspecified)	0%	8%	2%	71	-8%	-4%
CN(C)c1ccc(N=Cc2nc(-c3ccccc3)oc2OC(=O)c2ccccc2)cc1	-18%	-3%	?	31	2%	19%
c1cncc(-c2noc(CC3CCCCC3)n2)c1	5%	3%	?	24	7%	4%
COCc1cc(C)nc(OCC(=O)N/N=C/c2ccc(OC)c(OC)c2)c1C#N	2%	3%	3%	-21	1%	3%
COc1ccccc1N1C(=O)c2ccccc2NC1c1ccncc1 (stereo unspecified)	0%	5%	-2%	3	2%	0%
O=C(Nc1nc2cc3c(cc2s1)OCCO3)c1cccc(N2C(=O)CCC2=O)c1	-8%	-9%	-4%	4	28%	3%
CCC(C(=O)NCCCN1CC(C)CC(C)C1)n1ncn2c(cc3occc32)c1=O (stereo unspecified)	5%	-5%	4%	-27	11%	-17%
COC(=O)CC1C(=O)NCCN1C(=O)CSc1nc2ccc([N+](=O)[O-])cc2s1 (stereo unspecified)	0%	-13%	-6%	?	7%	14%
CC1(C)[C@@H](O)CC[C@]2(C)C3C(O)C=C4[C@H]5C[C@@](C)(CO)CC[C@]5(C)CC[C@]4(C)[C@]3(C)CC[C@@H]12 (stereo partly specified)	-10%	15%	3%	18	-3%	-6%
O=C(Oc1ccc2ccccc2c1)c1ccccc1	-1%	0%	10%	26	60%[activator]	27%
CCC(=O)Nc1nc(C)c(-c2csc(Nc3cccc(C(=O)O)c3)n2)s1	-24%	?	-12%	28	-25%	5%
C[C@]12c3[nH]c4ccc(Cl)cc4c3CCN1C(=O)[C@@H](CC(=O)NCCN1CCOCC1)C[C@@H]2C(=O)N1CCOCC1	.	.	.	8	14%	2%
COc1ccc(NC(=O)CSCC(=O)Nc2ccccc2C(=O)N2CCCCC2)cc1	-2%	.	-5%	-29	16%	10%
CCc1cc2c(-c3ccccc3)cc(=O)oc2cc1OC(C)C(C)=O (stereo unspecified)	-25%	4%	3%	?	-7%	?

3 of the compounds above, with bars between the fields.
SMILES | Sm TGR block | FBPA Giardia inh | AmpC inh detg | HCMV inh | AMA1-RON2 inh | HCV inh
C[C@]12c3[nH]c4ccc(Cl)cc4c3CCN1C(=O)[C@@H](CC(=O)NCCN1CCOCC1)C[C@@H]2C(=O)N1CCOCC1 | . | . | . | 8 | 14% | 2%
CCc1cc2c(-c3ccccc3)cc(=O)oc2cc1OC(C)C(C)=O (stereo unspecified) | -25% | 4% | 3% | ? | -7% | ?
CCC(=O)Nc1nc(C)c(-c2csc(Nc3cccc(C(=O)O)c3)n2)s1 | -24% | ? | -12% | 28 | -25% | 5%

Quoted from above (4 entries):
SMILES	Sm TGR block	FBPA Giardia inh	AmpC inh detg	HCMV inh	AMA1-RON2 inh	HCV inh
CCC(C(=O)NCCCN1CC(C)CC(C)C1)n1ncn2c(cc3occc32)c1=O (stereo unspecified)	5%	-5%	4%	-27	11%	-17%
COC(=O)CC1C(=O)NCCN1C(=O)CSc1nc2ccc([N+](=O)[O-])cc2s1 (stereo unspecified)	0%	-13%	-6%	?	7%	14%
CC1(C)[C@@H](O)CC[C@]2(C)C3C(O)C=C4[C@H]5C[C@@](C)(CO)CC[C@]5(C)CC[C@]4(C)[C@]3(C)CC[C@@H]12 (stereo partly specified)	-10%	15%	3%	18	-3%	-6%
O=C(Oc1ccc2ccccc2c1)c1ccccc1	-1%	0%	10%	26	60%[activator]	27%

Screens: PubChem BioAssay, National Center for Advancing Translational Sciences (NCATS)
